# BLM helicase inh: inhibitors of human Bloom syndrome helicase BLM. P54132. recombinant BLM DNA unwinding, fluorescence dequenching. Potency, µM (titrated, usually from 56.1 µM), inactives show top-dose activity change, negative = inhibition, most hits filed as inhibitors. hit rate 0.2% among 350,000. AID 2528;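 note: plate controls were vehicle for no effect and no enzyme for full effect; nearly all actives have a fitted effect of over 35% in size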
# Target sequence (P54132 whole entry, looked up): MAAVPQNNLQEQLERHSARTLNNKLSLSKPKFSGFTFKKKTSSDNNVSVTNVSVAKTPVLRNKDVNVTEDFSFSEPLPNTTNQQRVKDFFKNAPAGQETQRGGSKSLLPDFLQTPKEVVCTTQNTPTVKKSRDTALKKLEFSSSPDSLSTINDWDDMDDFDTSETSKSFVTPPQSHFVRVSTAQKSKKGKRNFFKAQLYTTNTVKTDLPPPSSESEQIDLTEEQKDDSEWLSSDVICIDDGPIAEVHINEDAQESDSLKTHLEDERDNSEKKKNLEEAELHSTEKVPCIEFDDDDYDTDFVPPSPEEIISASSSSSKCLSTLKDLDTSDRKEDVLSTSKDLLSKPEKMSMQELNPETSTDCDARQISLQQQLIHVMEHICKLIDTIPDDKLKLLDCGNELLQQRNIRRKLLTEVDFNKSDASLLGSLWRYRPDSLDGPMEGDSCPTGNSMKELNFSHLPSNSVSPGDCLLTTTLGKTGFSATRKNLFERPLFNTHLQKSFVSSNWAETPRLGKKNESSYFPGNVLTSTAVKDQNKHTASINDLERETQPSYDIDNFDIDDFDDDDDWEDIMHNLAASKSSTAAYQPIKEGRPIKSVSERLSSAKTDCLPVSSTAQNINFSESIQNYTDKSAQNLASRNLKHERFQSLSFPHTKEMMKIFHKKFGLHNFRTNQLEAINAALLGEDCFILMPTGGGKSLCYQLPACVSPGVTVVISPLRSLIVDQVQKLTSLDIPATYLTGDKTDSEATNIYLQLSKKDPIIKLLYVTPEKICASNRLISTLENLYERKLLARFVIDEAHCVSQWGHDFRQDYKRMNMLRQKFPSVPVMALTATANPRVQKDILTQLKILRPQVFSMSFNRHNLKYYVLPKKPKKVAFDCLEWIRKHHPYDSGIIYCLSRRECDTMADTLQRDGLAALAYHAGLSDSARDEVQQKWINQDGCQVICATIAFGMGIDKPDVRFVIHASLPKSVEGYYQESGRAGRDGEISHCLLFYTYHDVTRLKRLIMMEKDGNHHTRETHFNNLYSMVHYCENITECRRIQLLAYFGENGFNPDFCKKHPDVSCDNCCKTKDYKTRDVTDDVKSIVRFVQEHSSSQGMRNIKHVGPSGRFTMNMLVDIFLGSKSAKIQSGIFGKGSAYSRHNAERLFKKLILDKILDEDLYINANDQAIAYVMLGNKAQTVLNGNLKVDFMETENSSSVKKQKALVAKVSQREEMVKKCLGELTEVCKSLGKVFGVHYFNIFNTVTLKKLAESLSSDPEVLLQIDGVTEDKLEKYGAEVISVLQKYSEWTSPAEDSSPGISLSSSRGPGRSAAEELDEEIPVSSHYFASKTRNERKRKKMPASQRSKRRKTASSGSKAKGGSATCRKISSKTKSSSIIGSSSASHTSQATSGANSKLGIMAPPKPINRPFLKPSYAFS
# BAZ2B inh: BAZ2B (human) inhibition | Q9UIF8 | AlphaScreen BAZ2B-H3K14Ac peptide displacement | Potency, µM (titrated, usually from 114 µM), for inactives: at the top dose activity change, negative = inhibition, most hits filed as inhibitors | hit rate 4.4% among 360,000; note: % is set by controls: 0 for no effect and ±100 for the full control effect; nearly all actives have a fitted effect of over 60% in size
#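 AlphaScreen luminescence quantifies BAZ2B engagement of H3K14Ac peptide; the protein and biotinylated peptide are both at 50 nM final, buffer PBS pH 7.4 with 0.01% Tween-20, all steps at room temperature.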
# POLI inh: DNA polymerase iota (human) inhibition | Q9UNA4 | Pol iota fluorescent replication assay, 10 min | Potency, µM (highest dose often 115 µM), without a hit: top-dose activity, negative = inhibition, usual class: inhibitors | hit rate 1% among 390,000 | AID 588590
#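 Fluorescent replication assay read twice, at 0 min and 10 min after adding 50 nM (final) substrate. Enzyme (10 nM) and compounds were first incubated 15 min at room temperature; enzyme-free buffer wells were negative controls.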
# G9a inh: blocks human histone lysine methyltransferase G9a | Q96KQ7 | G9a H3K9 monomethylation, AlphaScreen, 2 h | Potency, µM (titrated, usually from 102 µM), inactives show at the highest dose activity, negative = inhibition, actives largely listed as inhibitors | hit rate 8.8% among 350,000; note: % is set by controls: 0 for no effect and ±100 for the full control effect; nearly all actives have a fitted effect of over 75% in size
#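 Quantitative HTS format: methyltransferase activity on a biotin-tagged H3K9 peptide is measured by AlphaScreen, using a rabbit anti-monomethyl-H3K9 antibody with streptavidin donor and anti-IgG acceptor beads. Final levels are 20 nM enzyme, 500 nM peptide, 20 uM SAM; 2 h RT.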
# APE1 inh: inhibitors of human APE1 endonuclease; P27695; recombinant APE1, TAMRA/BHQ-2 abasic DNA cleavage fluorescence; Potency, µM (highest dose often 65.8 µM), without a hit: at the top dose activity change, negative = inhibition, actives largely listed as inhibitors; hit rate 0.35% among 350,000; AID 2517;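 note: plate controls were vehicle for no effect and reference inhibitor for full effect; nearly all actives have a fitted effect of over 55% in size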
#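 APE1 at 0.75 nM final was preincubated with compound 15 min at room temperature, then 50 nM double-stranded THF abasic-site substrate (5'-TAMRA/3'-BHQ-2) was added. Fluorescence (ex 525/em 598 nm) was read kinetically; third-minus-first read gave activity.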
# Pol beta inh: blocks human DNA polymerase beta activity; hit rate 1.3% among 340,000; Pol beta primer extension/strand displacement, fluorescence kinetic; P06746; Potency, µM (titrated, usually from 114 µM), without a hit: at the highest dose activity change, negative = inhibition, actives largely listed as inhibitors; note: % is set by controls: 0 for no effect and ±100 for the full control effect
#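 Pol beta (10 nM) was preincubated with compound for 15 min at room temperature. The reaction was then started with 50 nM substrate and read immediately and after a further 10 min at room temperature.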
# POLK inh: DNA polymerase kappa (human) inhibition; purified Pol kappa, fluorescent DNA synthesis assay, 10 min; Potency, µM (doses to about 107 µM), for inactives: at the top dose activity, negative = inhibition, usual class: inhibitors; hit rate 0.53% among 400,000; AID 588579; note: % is set by controls: 0 for no effect and ±100 for the full control effect
#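 Fluorescent qHTS in 1536-well format: enzyme (10 nM) and compound sat 15 min at room temperature before 50 nM substrate (final) was added. Signal taken at 0 and 10 min; no-enzyme buffer wells were negative controls.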
# JMJD2A Tudor: inhibitors of human JMJD2A Tudor domain; AlphaScreen JMJD2A-Tudor / H3K4me3 peptide binding; Potency, µM (highest dose often 114 µM), without a hit: at the top dose activity change, negative = inhibition, most hits filed as inhibitors; hit rate 4.4% among 390,000; note: % is set by controls: 0 for no effect and ±100 for the full control effect; nearly all actives have a fitted effect of over 50% in size
# Pol eta inh: inhibitors of human DNA polymerase eta; recombinant Pol eta, fluorescent DNA replication assay; Potency, µM (highest dose often 114 µM), for the others: top-dose activity change, negative = inhibition, most hits filed as inhibitors; hit rate 1.2% among 390,000; note: % is set by controls: 0 for no effect and ±100 for the full control effect
#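 Pol eta at 10 nM preincubated with compounds 15 min at room temperature; reaction started with fluorescent substrate (50 nM final) and read kinetically at 0 and 10 min.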
# An asterisk follows results filed as active; ? = inconclusive; . = no result given; & = joins results of further samples; [ ] = remark or other dose. Calls come from the whole dose curve; as a rule, active = well fitted curve in the direction sought with a large enough effect; inconclusive = small, poorly fitted or top-dose-only effect, or another doubt; inactive = no such curve, though single readings can be large; an effect the other way counts as inactive or inconclusive. Potency is the fitted concentration of half-maximal effect. Some of the compounds tested (hit frequency here may not be typical).
# Sequence of screens: BLM helicase inh	G9a inh	JMJD2A Tudor	POLK inh	BAZ2B inh	POLI inh	Pol beta inh	Pol eta inh	APE1 inh
[1] Cc1ccc(NC(=O)Cn2cc(S(=O)(=O)N3CCN(c4ccccc4F)CC3)c3ccccc3c2=O)cc1F
  -8%	-21%[59 µM]	-11%	-2%	-12%	9%	1%	-25%	.
[2] CN(C)S(=O)(=O)c1ccc(NC(=O)CN2CCCCCC2)cc1
  -2%	6%	-1%	5%	8%	24%	-23%	-20%	8%
[3] C/C(=N\NS(=O)(=O)c1ccccc1)c1ccc2c(c1)OCCO2
  5%	?	-8%	-5%	7%	-3%	17%	-15%	17%
[4] O=C(O)C1CC(=O)N(Cc2ccc3c(c2)OCO3)C1 (stereo not given)
  -8%	-5%[12.7 µM]	-9%	-14%	-1%	-15%[58.9 µM]	-21%	-1%	-1%
[5] Cn1nnnc1SCC(=O)C(C)(C)C
  -2%	-17%	-4%	-5%	-31%	11%	1%	-19%	-1%
[6] CC1=C(C(=O)Nc2ccc(C)cc2Cl)C2(CCCCC2)OC1=O
  -21%	-33%[59 µM]	1%	-8%	-2%	-13%	-1%	.	.
[7] C/C(=N\OCc1nc2ccccc2c(=O)n1/N=C/c1cc([N+](=O)[O-])ccc1O)c1ccccc1
  -11%	40µM*	-29%	-7%	-38%	5%	-11%	?	-4%
[8] Cc1ccc(NC2=C(Cl)C(=O)OC2OC(=O)c2ccco2)cc1 (stereo not given)
  -5%	-21%	-18%	-5%	8%	28%	2%	-6%	6%
[9] CC(C)CCNC(=O)C1CCN(C(=O)N(C)C)CC1
  1%	19%[59 µM]	-12%	-5%	-1%	-2%	0%	-11%	1%
[10] CCN(CC(=O)NCc1ccc(Cl)cc1)C(=O)CSc1ccccc1F
  .	1%[0.501 µM]	-1%	-4%	3%	-10%	.	-21%	41%
[11] COc1ccccc1NC(=O)CC(=O)Nc1ccccc1OC
  -2%	14%	-9%	-16%	-2%	23%	-22%	3%	50%
[12] CC(/C=C1\N=C(SCc2ccccc2Cl)SC1=O)=C\c1ccccc1
  -1%	-12%	56µM*	-25%	?	?	5%	?	-4%
[13] Cc1nc2nc[nH]n2c(=O)c1CCOC(=O)c1ccccc1F
  -1%	.	-7%	-3%	-5%	24%	72%	7%	4%
[14] CCC1(c2ccc(F)cc2)NC(=O)N(CC(=O)Nc2cccc(S(=O)(=O)N3CCCCC3)c2)C1=O (stereo not given)
  .	4%[0.501 µM]	-24%	-5%	4%	4%	.	-10%	19%
[15] O=C(NC1CCCc2ccccc21)C(Cc1ccccc1)NS(=O)(=O)c1cccs1 (stereo not given)
  -1%	21%	1%	-5%	8%	15%	-22%	?	-2%
[16] CN(C(=S)NC(=O)c1ccc(Br)o1)c1ccccc1
  -3%	6%[59 µM]	-7%[57.1 µM]	-1%	2%	-2%	-1%	-14%	8%
[17] CCCS(=O)(=O)N1CCCC(c2nc(-c3cccc(OC)c3)no2)C1 (stereo not given)
  -3%	22%[59 µM]	14%	-15%	-1%	-6%[58.9 µM]	?	-3%	-2%
[18] COc1ccc2oc(=O)c(C(=O)NCc3ccc4c(c3)OCO4)cc2c1
  -6%	16%[59 µM]	-8%[11.4 µM]	-8%	-4%	-6%	-26%	-23%	5%
[19] O=C(Nc1ccc(F)c(Cl)c1)N1CCC2(CC1)Oc1ccccc1C(=O)N2Cc1ccccc1F
  -7%	-32%[59 µM]	-7%	6%	-11%	-1%	3%	.	.
[20] Cc1ccc(-c2nnc(SCc3cccc(C#N)c3)o2)cc1
  -3%	-2%[59 µM]	18%	-11%	1%	14%	16%	-15%	.
[21] COc1ccc(NC(=O)C(C)N2c3cccc4cccc(c34)S2(=O)=O)c(OC)c1 (stereo not given)
  -10%	4%	3%	-3%	-12%	97%[activator]	-2%	-26%	18%
[22] C[C@H](NC(=O)[C@@H]1Cc2ccccc2CN1)C(=O)NC[C@H]1CC[C@H](C(=O)O)CC1
  -1%	15%	-18%	-10%	-13%	-17%	1%	-5%	2%
[23] COc1ccc(-n2c(=S)[nH]c3cc(C(=O)NCc4cccnc4)ccc3c2=O)cc1
  -3%	4%	-17%	-17%	2%	11%	23%	-1%	-7%
[24] COc1cccc(C(=O)Nc2ccccc2-c2nnc(-c3ccc(C(C)(C)C)cc3)o2)c1
  -7%	-1%[59 µM]	-3%	-3%	-11%	41%[activator]	-14%	5%	.
[25] Oc1c(CN2CCCCC2)cc(COCc2ccccc2)c2cccnc12
  -7%	?	20µM*	-16%	6.3µM*	96%[activator]	5%	-12%	7%&-4%
[26] CCC(=O)NC(=S)Nc1cccc(Cl)c1N1CCCC1
  -16%	-46%[59 µM]	-17%	-24%	-12%	2%	?	-1%	15%
[27] NS(=O)(=O)c1cccc(NC(=O)COC(=O)c2cc(-c3ccc(Cl)cc3)nc3ccccc23)c1
  -16%	35µM*	-19%	2%	-19%	9%	-26%[57.1 µM]	-16%	1%
[28] Oc1ccccc1Nc1ccccn1
  -4%	?	-7%	2%	-25%	86%[activator]	1%	-11%	1%
[29] O=C(COc1ccc(/C=N/NC(=O)c2ccc(O)cc2)cc1)Nc1ccc([N+](=O)[O-])cc1
  -9%	?	-2%	-8%	-27%	4µM*	2.2µM*	4.5µM*	7%
[30] NC(=O)CC[C@H](NC(=O)c1ccc(F)cc1)C(=O)OCC(=O)NCc1ccc(F)cc1
  1%	-3%	14µM*	-1%	0%	13%	-30%	-8%	-1%
[31] CC(=O)NC(=S)Nc1ccc(NC(=S)NC(=O)c2ccc([N+](=O)[O-])cc2)cc1
  -5%	-40%	-8%	-1%	-22%	-12%	29%	-7%	-7%
[32] Cc1cccn2c(=O)c(C=O)c(N3CC(C)OC(C)C3)nc12 (stereo not given)
  0%	19%[0.501 µM]	1%	1%	22%	32%[activator]	12%	-13%	-1%
[33] Cc1ccccc1OCC(=O)Nc1ccccc1N1CCCCC1
  -17%	?	71%[activator]	-4%	.	16%	?	-27%	11%
[34] CCOC(=O)N1CCN(Cc2nc3cc([N+](=O)[O-])ccc3n2CC)CC1
  -3%	8%	-7%	9%	-7%	12%	63%	-1%	-2%
[35] CCOc1ccc(C(=O)/C=C/Nc2ccc(S(=O)(=O)Nc3onc(C)c3C)cc2)cc1
  -15%	1.6µM*	-23%[57.1 µM]	-21%	?	-4%	0%	-12%	3%
[36] O=C(NC1CCCC1)c1cc(-c2ccc(Cl)c(Cl)c2)on1
  -2%	-2%[12.7 µM]	2%	-7%	46%[activator]	40%[activator]	7%	-13%	83%[activator]
[37] COCCn1c(=NC(=O)c2ccc3c(c2)OCCO3)sc2cc(NC(C)=O)ccc21
  -11%	-4%[59 µM]	3%	-5%[60.1 µM]	6%	9%	14%	-6%	.
[38] CC(N=C1NS(=O)(=O)c2ccccc21)C(=O)Nc1ccc(F)cc1Cl (stereo not given)
  .	-20%[12.7 µM]	0%	0%	10%	2%	.	-13%	-3%
[39] CCN=C(Nc1ccc(Cl)cc1)c1cccnc1
  -1%	3%	-14%	-9%	-4%	-2%	11%	-9%	4%
[40] O=C1COc2ccc(C(=O)COC(=O)Cn3cnc4ccccc43)cc2N1
  -7%	?	5%	-13%	.	-21%	-4%	12%	1%
[41] N#CCSc1nnc(CNc2ccc(F)cc2)o1
  2%	-7%[59 µM]	-7%[57.1 µM]	-11%	7%	32%[activator]	6%	-10%	-2%
[42] Cn1c(CSCc2ccccc2)nnc1SCC(=O)Nc1ccc(C(=O)O)cc1
  -8%	.	-15%	-18%	0%	3%	19%	-6%	0%
[43] CC(C)(C)OC(=O)N1CCC(c2c(C(=O)Nc3ccc4c(c3)OCCO4)cnn2-c2ccc(Cl)cc2)CC1
  -7%	-27%[59 µM]	-24%	-3%	-5%[57.1 µM]	-16%	-12%	-20%	.
[44] O=C(NCc1ccccc1)Oc1cccc(Cl)c1
  0%	5%[59 µM]	-17%	-1%	6%	-4%	1%	1%	-5%
[45] COC(=O)c1cc(OC)c(OC)cc1NC(=O)c1cc(OC)cc(OC)c1
  0%	39%[12.7 µM]	-9%	-14%	21%	46%[activator]	2%	-14%	-4%
[46] Cc1coc(NC(=O)CSc2nc(-c3ccc(Cl)cc3)cc(C(F)(F)F)c2C#N)n1
  -9%	-33%[59 µM]	-1%	-12%	7%	10%	36%	-7%	4%
[47] Cc1ccccc1CN(c1ccc(C(=O)NCC2CCCO2)cc1)S(C)(=O)=O (stereo not given)
  1%	1%[59 µM]	-4%	-13%	-2%	1%	82%	-7%	-1%
[48] CCOc1cc(S(=O)(=O)NCCc2ccc(OC)c(OC)c2)c(OCC)cc1-n1cnnn1
  -1%	-41%[59 µM]	12%	2%	-1%	23%	14%	-5%	-1%
[49] COCC1CCN(C(=O)c2cc(COc3ccc(-n4cncn4)cc3)on2)C1 (stereo not given)
  0%	?	-13%	-3%	6%	?	1%	-18%	13%
[50] CC(=O)c1c(CC(=O)O)[nH]n(-c2nc3ccccc3s2)c1=O
  1%	?	79µM*	?	-9%	?	32µM*	50µM*	2%
[51] Cc1ccc(OCC(=O)N2CCOCC2)c([N+](=O)[O-])n1
  -1%	0%[12.7 µM]	-9%	-11%	-1%	19%	13%	2%	-2%
[52] COc1ccccc1[C@@]1(C)ON(c2ccccc2C(F)(F)F)C1=O
  .	-4%[0.501 µM]	61%[activator]	-12%	70%[activator]	-13%	.	-12%	23%
[53] O=S(=O)(c1ccc(Cl)c(F)c1)N1CCC(c2nc(-c3ccncc3)no2)CC1
  1%	-1%	-12%	11%	-11%	3%	-11%	0%	1%
[54] Cn1ncc(Br)c1NC(=O)c1cc(Cl)cc(Cl)c1
  -2%	10%	-2%	-5%	4%	-25%	4%	-13%	8%
[55] O=C(O)CCC(=O)NNC(=O)c1ccc(Br)cc1
  3%	6%[59 µM]	-11%	2%	3%	9%	4%	-19%	2%
[56] Cc1ccnc(SCc2cc(=O)c(OC(=O)c3ccco3)co2)n1
  -3%	14%[59 µM]	5%	-17%	-30%	-5%	?	-2%	-2%
[57] N#Cc1c(Cl)nsc1NC(=O)c1ccccc1
  -3%	?	-9%	-13%	-1%	8%	-1%	-3%	4%

# BAZ2B inh: what is marked active above
# Sequence of screens: BLM helicase inh	G9a inh	JMJD2A Tudor	POLK inh	BAZ2B inh	POLI inh	Pol beta inh	Pol eta inh	APE1 inh
[25] Oc1c(CN2CCCCC2)cc(COCc2ccccc2)c2cccnc12
  -7%	?	20µM*	-16%	6.3µM*	96%[activator]	5%	-12%	7%&-4%

# Assay outcomes from PubChem.
